Abeta rescue: A-beta toxicity reversal in yeast. AID 1347071. 410,000 compounds, 0.063% hits. yeast expressing A-beta42, growth rescue, OD600, 48 h; response scale: 0% DMSO, 100% iron-clioquinol control. Potency, µM (titrated, usually from 46.1 µM), for inactives: top-dose growth rescue, most hits filed as activators; also: potency is read from the fitted curve at half-maximal effect; nearly all actives have a fitted effect of over 55% in size
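Growth rescue measured by 600 nm absorbance after 48 h yeast culture at 30 C with compound. Values normalized between DMSO and an equimolar ferric chloride plus clioquinol control.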
PTHR1 agonist: agonists of human PTHR1 parathyroid hormone receptor | Q03431 | HEK293 GP2 PTHR1 cells, GloSensor cAMP luminescence, 1 h | Potency, µM (doses to about 115 µM), without a hit: at the top dose activation, most hits filed as activators | 410,000 compounds, 0.075% hits | AID 743266; also: potency is read from the fitted curve at half-maximal effect; nearly all actives have a fitted effect of over 55% in size; some results filed as inactive show a strong effect at the top dose; inactives centre near -15; many of its hits are not listed in these tables
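HEK-293-derived GP2 cells expressing PTHR1 and a GloSensor cAMP reporter, 3,000/well, plated overnight, given luciferin plus IBMX (each 0.5 mM as added) for 1 h at 37 °C, then compound for 1 h at 37 °C. Luminescence was read after 15 min at room temperature.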
D3 antag: D3 dopamine receptor (human) antagonism. max response, negative = inhibition, %. 360,000 compounds, 2.5% hits. D3R cells, DiscoveRx beta-arrestin luminescence, antagonist mode; stronger effect = lower value. P35462; in the data active = max response below about -50%; inconclusive = no clear call, values can overlap the other calls; also: % is scaled to controls: 0 for no effect and ±100 for the full control effect; mostly tested at two doses, the higher about 12 µM
Target sequence (P35462 whole entry, looked up): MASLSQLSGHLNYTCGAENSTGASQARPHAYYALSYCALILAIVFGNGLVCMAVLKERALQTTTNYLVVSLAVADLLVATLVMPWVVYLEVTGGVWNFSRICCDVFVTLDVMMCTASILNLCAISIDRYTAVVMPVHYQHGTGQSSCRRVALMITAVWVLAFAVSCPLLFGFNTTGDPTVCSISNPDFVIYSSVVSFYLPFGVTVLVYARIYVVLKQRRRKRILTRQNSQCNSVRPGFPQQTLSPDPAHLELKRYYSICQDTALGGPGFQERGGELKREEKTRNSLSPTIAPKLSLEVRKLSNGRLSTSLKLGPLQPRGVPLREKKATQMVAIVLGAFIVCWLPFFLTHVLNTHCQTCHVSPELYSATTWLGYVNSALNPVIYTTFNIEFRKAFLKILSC
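Cells plated overnight at 1500 cells/well, then exposed to library compounds with dopamine controls for 90 minutes at 37 degrees C. DiscoveRx reagent added for 30–60 minutes at room temperature; luminescence read, quantitative HTS format.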
aSyn yeast inh: rescues yeast growth from alpha-synuclein toxicity | AID 652106 | Potency, µM (top dose mostly 46.1 µM), without a hit: at the highest dose growth rescue (activation), hits mostly activators | 370,000 compounds, 0.14% hits | Yeast expressing alpha-synuclein, growth rescue, BacTiter-Glo, 24 h; also: potency is read from the fitted curve at half-maximal effect; % of control where 0% means no effect; nearly all actives have a fitted effect of over 65% in size
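Galactose-induced alpha-syn yeast (OD600=0.02, raffinose-pregrown) + pinned cpd, 24 hr, 30 deg C; growth by BacTiter-Glo luminescence. Growth restoration scores as activation.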
GLP1R inv ag: GLP-1 receptor (human) inverse agonism; P43220; HEK293 GLP-1R CRE-luciferase, luminescence, 24 h; GLP-1R form is constitutively active; Potency, µM (top dose mostly 38.3 µM), for inactives: at the highest dose activity change, negative = inhibition, usual class: inhibitors; 410,000 compounds, 1.6% hits; also: potency is read from the fitted curve at half-maximal effect; % is scaled to controls: 0 for no effect and ±100 for the full control effect; nearly all actives have a fitted effect of over 55% in size
Target sequence (P43220 whole entry, looked up): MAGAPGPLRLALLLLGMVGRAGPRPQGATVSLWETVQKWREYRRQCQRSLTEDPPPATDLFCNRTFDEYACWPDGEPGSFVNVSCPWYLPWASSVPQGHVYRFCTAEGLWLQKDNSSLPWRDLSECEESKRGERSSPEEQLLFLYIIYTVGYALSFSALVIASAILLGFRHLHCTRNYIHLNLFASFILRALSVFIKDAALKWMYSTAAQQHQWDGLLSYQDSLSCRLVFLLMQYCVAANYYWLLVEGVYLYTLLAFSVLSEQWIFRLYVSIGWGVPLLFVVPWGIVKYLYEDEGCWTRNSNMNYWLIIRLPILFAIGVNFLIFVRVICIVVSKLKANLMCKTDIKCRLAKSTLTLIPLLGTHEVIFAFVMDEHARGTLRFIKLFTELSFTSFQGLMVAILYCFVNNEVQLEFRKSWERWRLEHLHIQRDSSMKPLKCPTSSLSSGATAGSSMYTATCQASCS
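Using stably transfected HEK293 (constitutively active GLP-1R, cAMP-luciferase reporter), compounds were incubated 24 hr and luciferase measured by luminescence.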
TDP-43 yeast inh: rescues yeast growth from TDP-43 toxicity; TDP-43 expressing yeast growth rescue, BacTiter-Glo, 24 h; Potency, µM (top dose mostly 46.1 µM), without a hit: top-dose growth rescue (activation), actives largely listed as activators; 410,000 compounds, 1.8% hits; AID 652104; also: potency is read from the fitted curve at half-maximal effect; % of control where 0% means no effect; nearly all actives have a fitted effect of over 50% in size
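Cell-based yeast growth screen: TDP-43 expression induced in galactose, inoculum OD600=0.02 after raffinose pregrowth to mid-log. Read-out BacTiter-Glo luminescence at 24 hr, 30 deg C; inhibition of toxicity seen as signal increase.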
Akt phos inh: blocks phosphorylation of Akt | Neuro2A IGF-stimulated pAkt S473 HTRF, 20 min; stronger effect = lower value | activity change, % for hits at 50 µM | 360,000 compounds, 0.32% hits | AID 651550; in the data active = activity change below about -80%; inconclusive = mostly about -51% to -80%; also: % is scaled to controls: 0 for no effect and ±100 for the full control effect
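Single-point screen (50 µM final compound) in Neuro2A cells stimulated 20 min with 6 nM IGF at 37 deg C. After lysis, Ser473-phosphorylated Akt read by HTRF (ex 330 nm, em 615/665 nm) as the 665/615 ratio.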
FUS suppressor: rescues growth of FUS-expressing yeast | 390,000 compounds, 0.24% hits | Potency, µM (top dose mostly 76.6 µM), for the others: top-dose growth rescue (activation), hits mostly activators | S. cerevisiae FUS-expressing, growth rescue, OD600, 24 h;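 also: potency is read from the fitted curve at half-maximal effect; plate controls were DMSO vehicle for no effect and reference control for full effect; nearly all actives have a fitted effect of over 55% in size; some results filed as inactive show a strong effect at the top dose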
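Cultures pregrown in 2.5% raffinose medium are shifted to minimal medium containing 2% galactose to express toxic FUS. Compounds are tested at several concentrations. After 24hr at 30C, growth is quantified at 600 nm absorbance.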
GLP1R ag: agonists of human GLP-1 receptor. P43220. HEK293 GLP-1R CRE-luciferase, luminescence, 4-6 h; cells express a hypersensitive GLP-1R form. Potency, µM (titrated, usually from 45.6 µM), without a hit: at the highest dose activation, hits mostly activators. 380,000 compounds, 0.007% hits; also: potency is read from the fitted curve at half-maximal effect; % of control where 0% means no effect
* marks the source's active call; other numbers are inactive results; i = inactive; ? = inconclusive; . = not tested or not shown; [ ] = another dose, or the depositor's remark. Unless noted, calls follow the shape of the dose curve; as a rule, active = well fitted curve in the direction sought with a large enough effect; inconclusive = small, poorly fitted or top-dose-only effect, or another doubt; inactive = no such curve, though single readings can be large; an effect the other way counts as inactive or inconclusive.

Results follow in this order: Abeta rescue	PTHR1 agonist	D3 antag	aSyn yeast inh	GLP1R inv ag	TDP-43 yeast inh	Akt phos inh	FUS suppressor	GLP1R ag
1. CC(C)(CC(=O)O)CC(=O)Nc1ccc(Oc2ccc(C(C)(C)C)cc2)nc1
 : 6%	i	-20	-3%	-13%	-5%	i	-8%	-3%
2. CCC(=O)Nc1cccc(-n2nnnc2SCC(=O)N2CCCCC2)c1
 : 0%	i	20	-1%	3%	-6%	i	0%	2%
3. CCOc1cc(N2CCOCC2)c(OCC)cc1NC(=O)COC(=O)[C@H](Cc1c[nH]c2ccccc12)NC(C)=O
 : 17%	-4%[57.5 µM]	8	-7%	6%	8%	i	20%	0%
4. COc1ccc(-c2c(-c3ccsc3)oc3ccc(N4CCOCC4)cc23)cc1
 : -7%	-18%	37	-3%	7%	?	i	-3%	20%
5. CN(C)S(=O)(=O)c1ccc(Cl)c(C(=O)NC2CCN(Cc3ccccc3)C2)c1 (stereo unspecified)
 : 1%	i	-59*	-2%	-15%	-1%	i	10%	9%
6. CC(=O)Nc1nc(SCCCc2ccccc2)n[nH]1
 : -1%	-11%	0	15%	11%	28%	i	-12%	-9%
7. COc1ccc(C2CC(c3ccccc3)Nc3ncnn32)cc1 (stereo unspecified)
 : 7%	-22%	0	-3%	18%	0%	i	-11%	4%
8. CC1=C(C(=O)N2CCCC(C(=O)c3cccc(C(F)(F)F)c3)C2)OCCO1 (stereo unspecified)
 : 9%	-46%[inhibitor]	12	0%	?	20%	i	-11%	-2%
9. O=C(N=C1SCC(=O)N1c1ccccc1Cl)c1ccccc1
 : -38%[inhibitor]	-17%	-5	3%	11%	24%	i	19%	9%
10. COc1ccc(S(=O)(=O)NCC2CCCO2)c(Cl)c1Cl (stereo unspecified)
 : -1%	i	25	-4%	11%	10%	i	-3%	7%
11. O=C(NCC1COc2ccccc2O1)c1ccccc1 (stereo unspecified)
 : 11%	-13%[57.5 µM]	12	7%	4%	13%	.	31%	1%
12. CCNc1nc(NC(C)C)nc(-c2ccncc2)n1
 : 0%	-1%	17	2%	40%[activator]	19%	i	-16%	25%
13. CCN(C(=O)c1cn(-c2cccc(OC)c2)c(=O)c2ccccc12)c1ccccc1C
 : -4%	i	.	.	?	0%	.	16%	.
14. COc1ccc(-c2nc3cc(C)c(Br)c(C)n3c2CC2CCCCC2)cc1OC
 : 3%	i	23	2%	?	22µM*	i	36%	3%
15. COc1ccccc1NC(NC(=O)c1ccccn1)C(Cl)(Cl)Cl (stereo unspecified)
 : 7%	-54%[inhibitor]	19	-5%	-12%	23%	i	.	-1%
16. Cc1ccc([N+](=O)[O-])cc1NC(=O)Nc1ccc(S(N)(=O)=O)cc1
 : 1%	-7%	-3	-10%	?	-7%	i	-17%	9%
17. COc1ccccc1CN(C)C(=O)CN1CCN(C(=O)c2cccs2)CC1
 : -12%	i	0	-6%	-5%	5%	i	1%	-1%
18. COc1cc2c(cc1OC)C(c1ccccc1)N(Cc1ccc(S(=O)(=O)NC(=O)c3ccco3)cc1)CC2 (stereo unspecified)
 : -6%	-43%[inhibitor]	-1	-4%	8%	-3%	i	9%	11%
19. COc1ccc(Oc2c(C(F)(F)F)oc3cc(OCC(=O)O)ccc3c2=O)cc1
 : 15%	i	-16	0%	0%	2%	i	9%	-2%
20. CCC(C)N1CCNCC1 (stereo unspecified)
 : 5%	i	-16	-2%	17%	-17%[9.22 µM]	i	12%	3%
21. COc1ccc(OC)c(S(=O)(=O)N2CCC(C(=O)N3CCCC3)CC2)c1
 : -2%	-15%	16	0%	17%	-16%	i	8%	3%
22. O=C(Cc1ccccc1)NC1CC(=O)N(c2ccccc2)C1 (stereo unspecified)
 : -4%	i	.	.	5%	15%	.	-13%	.
23. COCCOC(=O)C1=C(C)N=c2s/c(=C\c3cccs3)c(=O)n2C1c1cccs1 (stereo unspecified)
 : 4%	-15%[57.5 µM]	15	4%	?	-3%	.	-12%	-8%
24. CCOC(=O)C1=C(C)NC(C)=C(C(=O)OCC)C1C(=O)OCC(=O)NC1CCCCC1
 : 13%	i	33	1%	?	-9%	i	?	8%
25. O=C(Nc1ccc(Nc2ccncc2)cc1)c1ccc(Nc2ccnc3ccc([N+](=O)[O-])cc23)cc1
 : -13%	i	-8	-15%	1%	?	i	7%	-1%
26. O=S(=O)(c1cccs1)N1CN(Cc2ccc(F)cc2)c2nc3ccccc3nc21
 : 2%	-15%[57.5 µM]	-14	0%	?	-7%	i	26%	7%
27. COc1cc(NS(=O)(=O)c2ccc(N/C=C(\C#N)c3nc4ccccc4o3)cc2)nc(OC)n1
 : -1%	i	-14	-5%	30%[activator]	1%	i	17%	0%
28. NC(=O)NNc1cccc(Cl)n1
 : -6%	i	10	-2%	3%	13%	i	-12%	-8%
29. O=C1[C@H]2[C@@H](C(=O)N1c1cc(Cl)cc(Cl)c1)[C@]1(C(=O)Nc3ccccc31)N1CCC[C@@H]21
 : 0%	-12%[57.5 µM]	-2	14%	0%	-14%	i	?	0%
30. CCCNC(=O)c1cc(OC)c(OC)cc1[N+](=O)[O-]
 : 15%	i	13	2%	0%	23%	i	.	-1%
31. Cc1cc(NC(=O)CCCC(=O)O)nc(C)n1
 : 9%	i	-15	2%	5%	-22%	.	21%	-8%
32. CC1CCCC(C)N1NC(=O)Cc1ccccc1 (stereo unspecified)
 : -8%	?	-12	1%	-13%	0%	i	11%	5%
33. CCOc1ccccc1NC(=O)c1ccc2c(=O)n3c(nc2c1)CCCCC3
 : -25%	-50%	-10	-3%	-21%	-16%	i	13%	-5%
34. CC(=O)N1CCN(c2nc3ccc([N+](=O)[O-])cc3s2)CC1
 : -3%	-27%	-2	-8%	16%	?	i	-28%	9%
35. CCCc1nc2cc(C)c(Br)c(C)n2c1CC1CCCCC1
 : -6%	-82%[inhibitor]	6	-1%	?	14%	i	-10%	-5%
36. Cc1ccc(N(CC(=O)NC(C)(C)C)C(=O)CCC(=O)Nc2nccs2)c(C)c1
 : 14%	-15%	4	3%	-8%	4%	i	5%	0%
37. COc1ccc(NC(=O)CCSCCc2ccccn2)cc1OC
 : -10%	i	1	-4%	10%	-19%	i	0%	10%
38. Cn1c(=O)cc(N2CCN(C(=O)c3ccco3)CC2)[nH]c1=O
 : -3%	-22%	-113*	?	8%	3%	i	-8%	-2%
39. CCOC(=O)c1c(NCc2ccc3c(c2)OCO3)c2ccccc2[nH]c1=O
 : 18%	-28%	72	3%	8%	17%	i	14%	6%
40. CC(=O)Nc1ccc2nc(CN3CCC(CO)(CCc4ccccc4)CC3)ccc2c1
 : -2%	0%	11	7%	?	-11%	i	19%	19%
41. CCCN1C(=O)C(=O)N(CC(=O)c2cc(C)n(C3CC3)c2C)C1=O
 : -5%	i	4	12%	-3%	-1%	i	.	-11%
42. O=C(N/N=C/c1ccco1)c1cccc(NC(=O)c2ccccc2Cl)c1
 : 4%	i	-8	3%	?	1%	i	23%	10%
43. COc1ccccc1C1CC(c2ccc(C)cc2)Nc2ncnn21 (stereo unspecified)
 : 14%	-22%[57.5 µM]	1	16%	0%	-6%	i	19%	1%
44. O=C(NCc1ccco1)Nc1ccc2snnc2c1
 : 3%	0%[57.5 µM]	-6	1%	13%	3%	i	28%	0%
45. CCn1cc(CN2CCN(Cc3ccc(OC)c(C)c3C)C(CCO)C2)c(C)n1 (stereo unspecified)
 : -5%	-6%	-24	-9%	-39%	-18%	i	5%	12%

Sorted by the number under GLP1R ag (rising): some entries from above.
item	Structure	GLP1R ag
43	COc1ccccc1C1CC(c2ccc(C)cc2)Nc2ncnn21 (stereo unspecified)	1%
42	O=C(N/N=C/c1ccco1)c1cccc(NC(=O)c2ccccc2Cl)c1	10%
18	COc1cc2c(cc1OC)C(c1ccccc1)N(Cc1ccc(S(=O)(=O)NC(=O)c3ccco3)cc1)CC2 (stereo unspecified)	11%

Carrying on:
Results follow in this order: Abeta rescue	PTHR1 agonist	D3 antag	aSyn yeast inh	GLP1R inv ag	TDP-43 yeast inh	Akt phos inh	FUS suppressor	GLP1R ag
46. COc1ccc(S(=O)(=O)N2CCOCC2)cc1NC(=O)c1cc(=O)[nH]c2ccccc12
 : -18%	i	4	0%	2%	-4%	i	-10%	-2%
47. COc1cccc(NC(=S)N(CCN(C)C)C(C)c2ccco2)c1 (stereo unspecified)
 : 7%	-6%	-1	3%	-23%	20%	i	.	-10%
48. CCCc1cc(C(=O)Nc2sc3c(c2C#N)CCC3)no1
 : -17%	i	3	0%	?	-10%	i	-20%	3%
49. C[C@@]12CC(=O)NC1N(C(=O)c1cccc(C(F)(F)F)c1)C(c1ccccc1O)C2 (stereo partly specified)
 : 21%	i	1	?	-4%	-4%	i	14%	2%

Some of the entries so far, in transposed form.
[46] COc1ccc(S(=O)(=O)N2CCOCC2)cc1NC(=O)c1cc(=O)[nH]c2ccccc12
[47] COc1cccc(NC(=S)N(CCN(C)C)C(C)c2ccco2)c1 (stereo unspecified)
[48] CCCc1cc(C(=O)Nc2sc3c(c2C#N)CCC3)no1

assay / entry,46,47,48
Abeta rescue,-18%,7%,-17%
PTHR1 agonist,i,-6%,i
D3 antag,4,-1,3
aSyn yeast inh,0%,3%,0%
GLP1R inv ag,2%,-23%,?
TDP-43 yeast inh,-4%,20%,-10%
Akt phos inh,i,i,i
FUS suppressor,-10%,.,-20%
GLP1R ag,-2%,-10%,3%

Screens from PubChem BioAssay.

The list is partial (hit frequency here may not be typical).
